Lipid droplet – inhibitors of hepatocyte lipid droplet formation, primary screen, imaging, high-throughput imaging, BODIPY stain. AML12 mouse hepatocytes, oleate lipid droplets. inhibition, % at 6.5 µM. 0.4% of 240,000 active. AID 1656, 2009;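 active means lipid droplet intensity inhibited by at least 50%, with more than 500 cells counted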
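Technique: fluorescence imaging, 20x objective, two fields per well / Assay system: AML12 hepatocytes (mouse) / Measure: % inhibition of lipid droplet signal / Doses: 6.5 µM single-point dosing / Incubation: overnight exposure / Reagent: 100 µM oleic acid challenge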
T cell HTS – modulators of CD8 T cell-vesicle binding, primary screen, mouse 2C CD8+ T cells, flow cytometry. 2C CD8+ T cell-vesicle binding; stronger effect = lower value. calls only at 7 µM. 0.068% of 330,000 active;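 active means response, share of CD8 T cells binding vesicles, and their 90th percentile fluorescence all below set limits, cut at about 80% in these data, passing the limit was not always enough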
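Material: murine 2C transgenic CD8+ T lymphocytes / Also added: QL9-peptide-loaded Drosophila micro-vesicles bearing Ld, ICAM-1 and B7-1 / Schedule: binding step 1.5 h, 37 °C, antibody labelling 20 min, ice / Signal: flow cytometry, PE anti-B7-1 (FL2) versus Alexa647 anti-CD8 (FL8), PFA-fixed / Evaluation: percent CD8+ FL2 mean versus row control / Benchmarks: naked versus QL9-loaded vesicles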
Lipid droplet cells 6.5 µM – recorded beside Lipid droplet, whose call it bears; cell count; measured here: cell count, cytotoxicity flag;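 cells counted across two imaged fields per well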
T cell HTS vesicle-bound % – recorded beside T cell HTS, whose call it bears; double positive events, %; measured here: CD8+ vesicle-bound cell fraction;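 binding gate set so that unloaded-vesicle control wells show 10% double positive cells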
* marks the source's active call; other numbers are inactive results; i = inactive; & = joins results of further samples.

Molecule	Lipid droplet	Lipid droplet cells 6.5 µM	T cell HTS	T cell HTS vesicle-bound %
CCOC(=O)N1CCN(C(=O)C2CCN(S(=O)(=O)c3ccc(NC(C)=O)cc3)CC2)CC1	4	704	i	61
COc1ccccc1NC(=O)NCCN1CCN(c2cccc(Cl)c2)CC1	-45	846	i	22
Cc1oc(-c2ccccc2F)nc1CS(=O)CC(=O)NCc1ccc(Cl)cc1 (stereo unspecified)	-10	691	i	5
CC(C)C[C@H](NC(=O)[C@@H]1Cc2ccccc2CN1)C(=O)Nc1ccc(C(C)C)cc1	-16	714	i	8
Cc1ccc(C(=O)NCCNC(=O)COc2ccc(Cl)cc2)cn1	-1	682	i	11
CCOc1ccc(NC(=O)CCn2ccnc2)cc1	2	824	i	30
CN1CCN(CCOc2ccc(Cc3ccccc3)cc2)CC1	-8	773	i	43
CCn1c(SCC(=O)Nc2cc(Cl)ccc2OC)nnc1C1CC1	-4	807	i	28
CC1(c2cccc(Br)c2)NC(=O)N(CC(=O)Nc2ccc(F)cc2)C1=O (stereo unspecified)	5	717	i	47
COc1ccc(NC(=O)c2cc(S(=O)(=O)N3CCOCC3)cn2C)c(OC)c1	4	777	i	40
Cc1ccc(O)c(N/C=C/C(=O)c2ccc(F)cc2)c1	-13	766	i	20
CCOC(=O)c1c(S(=O)(=O)N(C)Cc2ccco2)c(C)n(C)c1C	-10	710	i	40
CCOc1cccc2sc(N(CCCN(C)C)C(=O)c3ccc(S(=O)(=O)N(CC)Cc4ccccc4)cc3)nc12	2	847	i	71
CNC(=O)N(O)C1N(/N=C/c2ccccc2OC)C(=S)SC1(C)C (stereo unspecified)	6	856	i	34
COc1ccc(S(=O)(=O)N2CCCC(C(=O)NCCN3CCOCC3)C2)cc1C (stereo unspecified)	-17	798	i	30
COCCCNC(=O)c1ccc(CS(=O)(=O)c2ccccc2OC)o1	-13	395	i	37
O=C(CSc1nnc(NC(=O)c2c(F)cccc2F)s1)NC1CCCC1	13	722	i	16
O=C(CSc1ccc(-c2ccco2)nn1)Nc1ccccc1F	7	687	i	5
COC(=O)C1[C@H]2SC(C)(C)C(C(=O)OC)N2C(=O)N1Cc1nc2ccccc2s1 (stereo partly specified)	6	823	i	17
COC(=O)C1(CCSC)NC(c2ccc(O)cc2)C2C(=O)N(c3ccc(F)cc3)C(=O)C21 (stereo unspecified)	-7	872	i	55

The list continues.
Molecule	Lipid droplet	Lipid droplet cells 6.5 µM	T cell HTS	T cell HTS vesicle-bound %
CCOC(=O)N1CCN(C(=O)c2ccc3c(c2)N=C(CC)c2cc(C)ccc2S3)CC1	-40	748	i	20
Cc1ccc(C)c(N(CC(=O)NCc2ccco2)C(=O)CNS(=O)(=O)c2ccc(F)cc2)c1	-5	842	i	39
CC(=O)Oc1ccc(/C(C)=N/N2CCN(Cc3ccc(C)cc3)CC2)cc1	4	804	i	55
CCN1C(=O)Cc2cc(S(=O)(=O)NCCc3ccccc3)ccc21	0	583	i	55
C/C(CC(=O)Nc1ccc2c(c1)OCCO2)=N\NC(=O)c1cccc(O)c1	-4	797	i	27
COc1ccc(C(O)(C(C)C)C(CN2CCOCC2)c2ccc(Cl)cc2)cc1 (stereo unspecified)	-14	760	i	29
O=C(Nc1ccc(F)cc1F)c1cc2ccccc2oc1=O	2	838	i	72
CS(=O)(=O)N(CC(=O)Nc1cccc(Br)c1)Cc1ccccc1	52*	769*	i	59
C=CCc1cccc(C=Nc2c[nH]c(=O)[nH]c2=O)c1O	18	832	i	48
Cc1cccc(N(C(=O)c2snc(C(N)=O)c2N)C(C(=O)NCC2CCCO2)c2ccc3ncccc3c2)c1 (stereo unspecified)	-6	689	i	33
CCOC(CCNC(=O)c1cn(CCOC)c(=O)c2c1c1ccccc1n2C)OCC	-1	800	i	20
COc1ccc(S(=O)(=O)N2CCN(C(=O)c3ccco3)CC2)c(C)c1C	-7	763	i	59
Cc1c(C(=O)N/N=C/c2cccnc2)nnn1-c1nonc1N	-5	844	i	24
CN1CC(=O)N=C1N	0	761	i	28&22
CCCCCNC(=O)c1ccc2c(c1)ncn2-c1ccc(OC)cc1	12	664	i	41
COc1ccc(O)c(CN2CCC(n3nccc3NC(=O)C3CCCC3)CC2)c1	-15	727	i	18
O=C(O)C(Cc1ccc(Cl)cc1)Sc1nc2ccccc2[nH]1 (stereo unspecified)	-8	825	i	20
Cc1ccc(NC(=S)N2CCN(S(C)(=O)=O)CC2)cc1C	-5	654	i	11
O=C(NCc1ccc2c(c1)OCO2)C(=O)NCC1OCCCN1S(=O)(=O)c1cc(F)ccc1F (stereo unspecified)	10	691	i	22
CC(=O)Nc1ccc(OC(=O)N2CCCC2)cc1	5	836	i	53

A run of entries of the results above, for reference:
Molecule	Lipid droplet	Lipid droplet cells 6.5 µM	T cell HTS	T cell HTS vesicle-bound %
C=CCc1cccc(C=Nc2c[nH]c(=O)[nH]c2=O)c1O	18	832	i	48
Cc1cccc(N(C(=O)c2snc(C(N)=O)c2N)C(C(=O)NCC2CCCO2)c2ccc3ncccc3c2)c1 (stereo unspecified)	-6	689	i	33
CCOC(CCNC(=O)c1cn(CCOC)c(=O)c2c1c1ccccc1n2C)OCC	-1	800	i	20
COc1ccc(S(=O)(=O)N2CCN(C(=O)c3ccco3)CC2)c(C)c1C	-7	763	i	59
Cc1c(C(=O)N/N=C/c2cccnc2)nnn1-c1nonc1N	-5	844	i	24
CN1CC(=O)N=C1N	0	761	i	28&22
CCCCCNC(=O)c1ccc2c(c1)ncn2-c1ccc(OC)cc1	12	664	i	41
COc1ccc(O)c(CN2CCC(n3nccc3NC(=O)C3CCCC3)CC2)c1	-15	727	i	18
O=C(O)C(Cc1ccc(Cl)cc1)Sc1nc2ccccc2[nH]1 (stereo unspecified)	-8	825	i	20
Cc1ccc(NC(=S)N2CCN(S(C)(=O)=O)CC2)cc1C	-5	654	i	11
O=C(NCc1ccc2c(c1)OCO2)C(=O)NCC1OCCCN1S(=O)(=O)c1cc(F)ccc1F (stereo unspecified)	10	691	i	22
CC(=O)Nc1ccc(OC(=O)N2CCCC2)cc1	5	836	i	53

Next compounds follow:
Molecule	Lipid droplet	Lipid droplet cells 6.5 µM	T cell HTS	T cell HTS vesicle-bound %
COc1ccc(N2CCN(CCNC(=O)Nc3cc(Cl)ccc3Cl)CC2)cc1	18	821	i	10
O=C(CN1CCC(C(=O)c2ccc(Cl)cc2)CC1)NC1CCCC1	10	847	i	31
Cc1nn(CC(=O)N2CCN(c3ccccc3)CC2)c(=O)c2ccccc12	-6	811	i	57
CC(C)c1nnc(NC(=O)CCC(=O)N2CCN(c3ccccc3F)CC2)s1	-4	680	i	60
COCCCn1c(C(=O)N2CC(C)OC(C)C2)cc2c(=O)n3ccccc3nc21 (stereo unspecified)	5	894	i	68
CCCC(=O)N(CCN1CCOCC1)c1nc2cc(C)c(C)cc2s1	-8	706	i	18
COC(=O)N/N=C\c1ccccc1OC/C=C/c1ccccc1	9	809	i	70
Cc1ccccc1C(=O)NC1CCN(CC(=O)NC2CCCCC2)CC1	0	760	i	50
COc1cc(N=Cc2c(CO)cnc(C)c2O)cc(OC)c1OC	1	815	i	44
CCn1ncc(N2CCOCC2)c(Cl)c1=O	-3	837	i	53
O=C(CCNC(=O)N1CC(=O)Nc2ccccc21)Nc1cccc(Cl)c1	-6	722	i	18
Cc1ccc(C)c(N(CC(=O)NC(C)C)C(=O)CCC(=O)Nc2ccccn2)c1	2	854	i	65
Cn1cc(S(=O)(=O)Nc2ccc(Oc3ccccc3)cc2)c(=O)n(C)c1=O	-6	681	i	36
Cc1noc(NS(=O)(=O)c2ccc(NC(=O)C(F)(F)F)cc2)c1C	12	892	i	53
COc1ccc(-n2nc(C(=O)NCC(=O)Nc3cccc(Cl)c3)c3ccccc3c2=O)cc1	-6	755	i	32
CC(C)c1ccc(C(=O)NCCCN2CCOCC2)cc1	-1	828	i	2
Cc1cccc(N2CC(C(=O)Nc3nc4ccc(S(C)(=O)=O)cc4s3)CC2=O)c1C (stereo unspecified)	-4	778	i	16
CC(OC(=O)Cc1cccc(C(F)(F)F)c1)C(=O)Nc1ccc(Cl)cn1 (stereo unspecified)	-34	613	i	56
CCN(CC)S(=O)(=O)c1cccc(C(=O)NC2=NCCS2)c1	4	815	i	60
O=C(CSc1nccc(=O)[nH]1)Nc1cc(C(F)(F)F)ccc1N1CCOCC1	1	818	i	24

Next section.
Results follow in this order: Lipid droplet | Lipid droplet cells 6.5 µM | T cell HTS | T cell HTS vesicle-bound %
CC[n+]1cc(C)ccc1/C=C/c1ccc(N(C)C)cc1
→ -51 | 734 | i | 10
COc1ccc(/C=C(/NC(=O)c2ccco2)C(=O)N2CCCCCC2)cc1OC
→ 15 | 629 | i | 72
COc1ccc(CNC(=O)CC(C)S(=O)(=O)c2ccc3c(c2)NC(=O)CO3)cc1 (stereo unspecified)
→ -14 | 714 | i | 18
CCOC(=O)N1CCN(S(=O)(=O)N2CCCC(C(=O)NCc3ccc(OC)cc3OC)C2)CC1 (stereo unspecified)
→ -4 | 686 | i | 32
CCOc1ccc(CCNC(=O)COC(=O)c2cccs2)cc1OCC
→ 35 | 714 | i | 11
Cc1ccc2c(COC(=O)c3ccc(C)c(C)c3)cc(=O)oc2c1
→ -18 | 775 | i | 8
O=C(Nc1ccccc1Cl)C1CCCN(c2ncnc3c2nc2n3CCCCC2)C1 (stereo unspecified)
→ -4 | 695 | i | 18
CN(C)c1ccc(CNC(=O)c2cc(S(=O)(=O)N3CCOCC3)cn2C)cc1
→ -1 | 805 | i | 33
CCC(NC(=S)NC1CCCCC1)c1ccc(C(C)C)cc1 (stereo unspecified)
→ 15 | 844 | i | 54
CCOC(=O)c1ccc(NC(=O)c2sc3nc(N4CCOCC4)c4c(c3c2N)CCCC4)cc1
→ 16 | 663 | i | 13
O=S(=O)(NN1CCOCC1)c1ccc(Br)s1
→ -2 | 706 | i | 58
NC(=O)NC(CC(=O)NCCc1ccccn1)c1ccccc1Cl (stereo unspecified)
→ -2 | 827 | i | 45
COc1ccc(C(C(=O)NC2CCCC2)N(Cc2cccnc2)C(=O)Cc2cccs2)c(OC)c1 (stereo unspecified)
→ -18 | 776 | i | 12
N=C1/C(=C\c2ccc(OC(=O)c3ccccc3Cl)cc2)C(=O)N=C2SC(N3CCOCC3)=NN12
→ -7 | 729 | i | 11
O=C(C1CCCC1)N1CCC(CC2CC(c3cccc(Br)c3)=NO2)(C(=O)NCC2CCCCC2)CC1 (stereo unspecified)
→ 21 | 871 | i | 9
O=C(CNC(=O)c1sc2ccccc2c1Cl)NCc1cccnc1
→ 2 | 673 | i | 61
O=C(COc1ccccc1F)NNC(=O)c1cccc(-n2cccc2)c1
→ 0 | 803 | i | 9
COc1ccc(S(=O)(=O)NC(C)C(=O)N2CCCC2)cc1C (stereo unspecified)
→ -3 | 798 | i | 61
COc1cccc(CNC(=O)Cn2ccc3cc(S(=O)(=O)N4CCCCCC4)ccc32)c1
→ -2 | 667 | i | 30
COc1cc(NC(=O)COc2cc(O)c3c(c2)OC(C)(C)CC3=O)cc(OC)c1OC
→ -35 | 711 | i | 15
Cc1ccc(S(=O)(=O)N2CCN(Cc3csc(C)n3)CC2)cc1
→ -2 | 805 | i | 64
COc1ccc(N(C(=O)c2cccnc2)S(=O)(=O)c2ccc(OC)c(OC)c2)cc1
→ -30 | 645 | i | 51
CN(C)S(=O)(=O)N1CCN(CC(=O)Nc2ccc(Br)cc2)CC1
→ 16 | 817 | i | 58
O=C(CSc1nnc(C2CC2)n1CC1CCCO1)Nc1ccc(Cl)cc1 (stereo unspecified)
→ 9 | 867 | i | 41
CCN1CCN(C2=C(NS(=O)(=O)c3ccc(Br)cc3)C(=O)c3ccccc3C2=O)CC1
→ -20 | 665 | i | 10
CCn1c(=O)c(CCC(=O)NCCN2CCOCC2)c(C)c2c(C)nn(-c3cccc(C)c3)c21
→ 37 | 614 | i | 45
COc1ccc(NC(=O)CCS(=O)(=O)c2cc3c(cc2C)NC(=O)CO3)cc1
→ -7 | 712 | i | 19
CSc1cccc(NC(=O)c2cc(S(=O)(=O)N3CCCC3)cn2C)c1
→ -1 | 779 | i | 27
Cc1oc(-c2ccccc2)nc1CS(=O)CC(=O)NC1CCCC1 (stereo unspecified)
→ -10 | 652 | i | 34
COc1ccc(N(C(=O)CNC(=O)c2ccco2)C(C(=O)NCC2CCCO2)c2ccccc2)cc1OC (stereo unspecified)
→ 10 | 800 | i | 42
O=C(CN1C(=O)/C(=C\c2ccccc2Br)Oc2ccccc21)NCCCN1CCOCC1
→ -1 | 709 | i | 28
C=CCN1C(=O)c2ccc(C(=O)NCC(c3ccccc3)N(C)C)cc2C1=O (stereo unspecified)
→ -1 | 850 | i | 61
Cc1nc2ccc(Br)cn2c1C(=O)N/N=C\c1ccc(C(C)C)cc1
→ 6 | 798 | i | 14

This is a subset (hit frequency here may not be typical).
